# RGS4 act – potentiators or activators of RGS4 | AID 463111 | B-score at 10 µM | HEK293 M3R/inducible RGS4, carbachol calcium flux Fluo4; stronger effect = lower value | 310,000 compounds, 0.92% hits;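 active = B-score of the integrated calcium signal more than 4 SD below the library mean, with starting fluorescence not abnormally high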;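 also: negative B-score means reduced calcium response which marks RGS4 activation or potentiation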
#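 System: HEK293 FlpIn-TREx cells, stable M3R, doxycycline-inducible RGS4. Timing: overnight RGS4 induction, 30 min dye load 37 °C, 20 min compound RT. Also added: carbachol, ECmax concentration. Measured by: Fluo4 fluorescence kinetic imaging of calcium. Evaluation: integrated calcium ratio converted to B score.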
# HDAC3 inh – blocks human histone deacetylase 3. O15379. recombinant HDAC3, fluorogenic peptide/trypsin coupled, fluorescence. inhibition, % at 8.3 µM. 320,000 compounds, 0.15% hits. AID 2718; in the data active = inhibition above about 26%, passing the limit was not always enough
# MrgX1 ag – human MrgX1 receptor agonism, primary screen. Q96LB2. 310,000 compounds, 0.44% hits. B-score at 10 µM. MrgX1-HEK293 cells, Fluo-4 calcium fluorescence, agonist mode; stronger effect = higher value;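 active = calcium response B-score plate-corrected fluorescence ratio at least 3 library SD, with starting fluorescence B-score inside 5 SD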
#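 Test system: HEK293 cells stably expressing human MrgX1 receptor; Input: fifteen thousand cells per well; Dosing: compound delivered in addition one of three; Schedule: overnight seeding, then 1 h dark dye loading; Technique: Fluo-4 NW calcium fluorescence; Measure: B-scored fluorescence response ratio; Controls: positive and negative controls per plate.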
# MrgX1 antagonist – antagonists of human MrgX1 receptor; 310,000 compounds, 1.3% hits; Q96LB2; AID 588676; MRGX1-HEK293 calcium flux, Fluo-4, BAM8-22 antagonism; stronger effect = lower value; B-score at 10 µM;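 active = calcium-response B-score plate-corrected more than 3 library SD below zero, starting fluorescence within 5 deviations, no agonist response on first addition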;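 also: peak minus trough fluorescence over baseline after final BAM8-22 challenge near maximal dose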
# ANO1 activ – mouse TMEM16A channel activation, primary screen | Q8BHY3 | HEK293 TMEM16A/YFP-H148Q/I152L, iodide quench fluorescence; stronger effect = lower value | B-score at 10 µM | 340,000 compounds, 0.3% hits;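 active = fluorescence-ratio B-score plate-corrected deviation score at least 3 library SD below zero, with starting fluorescence score within 5 deviations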;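 also: channel opened by trigger with iodide after compound preincubation; score built on the fluorescence ratio of max minus min over baseline; more negative score means more quench and so TMEM16A activation or potentiation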
# SKKanGAS inh – SKKanGAS growth inhibition | S. pyogenes SKKanGAS, kanamycin growth, BacTiter-Glo, 6 h | inhibition, % at 7.5 µM | 300,000 compounds, 1.3% hits | AID 1662;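 active = mean replicate score, as percent of positive control median, at least 50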;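 also: strain carries kanamycin resistance gene driven by streptokinase promoter and grows in 40 µg/ml kanamycin; loss of luminescence reflects streptokinase promoter inhibition or plain growth inhibition; 0% = median of DMSO wells and 100% = positive control at its reference dose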
# TMEM16A inh – blocks the mouse calcium-activated chloride channel TMEM16A; Q8BHY3; 310,000 compounds, 1.2% hits; HEK293 TMEM16A/YFP iodide influx fluorescence, ionomycin; AID 588511; normalized B-score (activity score, 25-100; higher = stronger inhibition) at 10 µM;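 active = ratio plate-corrected score three or more library SD toward inhibition, starting fluorescence score within five deviations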;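 also: score derived from kinetic fluorescence span divided by baseline fluorescence per well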
# TRPC6 act – mouse TRPC6 channel activation; HEK293-TRPC6 membrane potential dye fluorescence; stronger effect = higher value; B-score at 10 µM; 310,000 compounds, 0.13% hits;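 active = B-score of the integrated fluorescence ratio above library mean plus 3 SD, and starting fluorescence ratio within library mean plus 5 SD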;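 also: higher score means more depolarization so channel activation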
# Target sequence (Q61143 whole entry, looked up): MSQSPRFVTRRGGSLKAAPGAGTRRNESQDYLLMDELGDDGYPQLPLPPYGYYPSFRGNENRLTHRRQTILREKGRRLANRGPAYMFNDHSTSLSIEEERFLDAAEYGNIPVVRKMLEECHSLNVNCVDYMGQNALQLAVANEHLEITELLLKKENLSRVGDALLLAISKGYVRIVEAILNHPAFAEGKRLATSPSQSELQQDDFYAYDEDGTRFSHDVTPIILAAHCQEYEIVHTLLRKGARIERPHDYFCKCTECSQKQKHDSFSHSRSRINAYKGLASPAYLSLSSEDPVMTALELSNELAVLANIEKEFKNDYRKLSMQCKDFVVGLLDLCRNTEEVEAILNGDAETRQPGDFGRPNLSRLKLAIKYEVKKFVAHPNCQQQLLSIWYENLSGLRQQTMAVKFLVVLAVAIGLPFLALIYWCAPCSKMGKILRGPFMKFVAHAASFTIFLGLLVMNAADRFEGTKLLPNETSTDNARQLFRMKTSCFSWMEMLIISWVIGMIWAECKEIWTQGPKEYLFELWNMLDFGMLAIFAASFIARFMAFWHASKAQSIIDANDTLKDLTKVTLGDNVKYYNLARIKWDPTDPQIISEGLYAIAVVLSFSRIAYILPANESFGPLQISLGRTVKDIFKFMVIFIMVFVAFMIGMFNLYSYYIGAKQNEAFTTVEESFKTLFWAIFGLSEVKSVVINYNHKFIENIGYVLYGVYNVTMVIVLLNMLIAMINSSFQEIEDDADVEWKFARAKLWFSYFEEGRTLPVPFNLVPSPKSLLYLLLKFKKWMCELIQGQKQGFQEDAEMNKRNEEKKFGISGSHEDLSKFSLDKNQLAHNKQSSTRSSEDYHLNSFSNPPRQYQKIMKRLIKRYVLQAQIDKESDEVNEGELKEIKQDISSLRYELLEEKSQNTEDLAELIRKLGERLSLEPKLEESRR
# RGS4 inh – inhibitors of human RGS4; P49798; HEK293 M3R/RGS4 inducible, Fluo-4 calcium flux; stronger effect = higher value; triggered by carbachol at its EC20; B-score at 10 µM; 310,000 compounds, 0.45% hits;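 active = B-score, a plate-corrected calcium signal, over three deviations above library mean, with baseline fluorescence within five deviations of library mean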;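 also: RGS4 expression induced by doxycycline in cells with stable M3 receptor; B-score is computed from the integrated fluorescence ratio over baseline after carbachol; higher B-score means a larger calcium signal and so more RGS4 inhibition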
# Target sequence (P49798 whole entry, looked up): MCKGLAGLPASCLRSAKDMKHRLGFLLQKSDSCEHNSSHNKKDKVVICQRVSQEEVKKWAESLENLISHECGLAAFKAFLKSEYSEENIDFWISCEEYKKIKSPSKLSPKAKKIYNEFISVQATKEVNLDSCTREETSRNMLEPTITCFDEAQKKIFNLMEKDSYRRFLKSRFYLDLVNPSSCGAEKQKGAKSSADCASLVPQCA
# TRPC6 inhibitor – inhibitors of mouse TRPC6 channel | Q61143 | HEK293-TRPC6, membrane potential dye, ACh-evoked depolarization; stronger effect = lower value | B-score at 10 µM | 310,000 compounds, 1.1% hits;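 active = B-score under library mean minus 3 SD, initial fluorescence not abnormally high, positive integrated signal ratio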;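 also: B-score derived from integrated fluorescence ratio over the kinetic read; more negative B-score means stronger inhibition of depolarization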
# MrgX1 PAM – allosterically activates human MrgX1 receptor signaling | Q96LB2 | MrgX1-HEK293, Fluo-4 calcium flux, FDSS; stronger effect = higher value | B-score at 10 µM | 310,000 compounds, 0.63% hits | AID 588675;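 active = plate-corrected calcium response at least 3 library SD above typical, normal starting fluorescence, not activating the receptor alone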;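 also: compound read alongside a low EC10 to EC30 dose of BAM8-22 agonist; peak minus trough fluorescence over baseline measured at the second addition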
# Numbers without * were called inactive; i = inactive; . = not tested or not shown.
SMILES,RGS4 act,HDAC3 inh,MrgX1 ag,MrgX1 antagonist,ANO1 activ,SKKanGAS inh,TMEM16A inh,TRPC6 act,RGS4 inh,TRPC6 inhibitor,MrgX1 PAM
CC1(C)CC(NCc2ccncc2)CC(C)(C)N1,i,0,i,-9.7*,i,-4,i,i,i,i,i
O=C1[C@H](CC[C@H](O)c2ccc(F)cc2)[C@@H](c2ccc(O)cc2)N1c1ccc(F)cc1,i,9,i,i,.,6,i,i,i,i,i
CC(=O)Cn1cnc2sc(-c3ccccc3)cc2c1=O,i,1,i,i,i,6,i,i,i,i,i
CC(C)CCSc1ncnc2c1oc1nc3c(cc12)COC(C)(C)C3,i,.,i,i,i,9,i,i,i,i,i
CC(=O)c1ccccc1OCC(O)Cn1ccnc1 (stereo not drawn),i,1,i,i,i,-2,i,i,i,i,i
Cc1cc(C)c2c(NC(=O)CCl)nn(C)c2n1,i,-5,i,i,i,4,i,i,i,i,i
c1ccc2c(-c3cn4ccccc4n3)c[nH]c2c1,i,-20,i,i,.,1,i,i,i,-5.5*,i
Cc1cc(NC(=O)COc2cccc(C)c2C)no1,i,-2,i,i,i,-2,i,i,i,i,i
COc1ccccc1NC(=O)COc1ccccc1C(=O)Nc1ccccc1,i,.,i,i,i,-9,i,i,i,i,i
C=CCN(C(=O)COc1ccccc1)c1nnc(-c2ccncc2)s1,i,-4,i,i,i,-5,i,i,i,i,i
COc1cccc(N2CCN(C(=O)C3CCC(=O)N(C4CCCCCC4)C3)CC2)c1 (stereo not drawn),i,.,i,i,i,-7,i,i,i,i,i
O=C(/C=C/c1cccc(F)c1)N1CCN(c2ccccn2)CC1,i,-3,i,i,i,2,i,i,i,i,i
CC1(C)CC2(C)Nc3ccccc3N2C(=S)N1 (stereo not drawn),i,5,i,i,i,-1,i,i,i,i,i
Cc1ccc(C)c(S(=O)(=O)N2CCCOC2CNC(=O)C(=O)NCc2ccccn2)c1 (stereo not drawn),i,0,i,i,i,9,i,i,i,i,i
CCn1c(NCc2ccco2)nc2c1c(=O)n(C)c(=O)n2C,i,-4,i,i,i,1,i,i,i,i,i
C/C(CC(=O)Nc1ccc(N(C)C)cc1)=N\NC(=O)Cc1csc(N)n1,i,2,i,i,i,5,i,i,i,i,i
O=C(NCc1ccc(Cl)cc1)c1cc(-c2cccs2)on1,i,0,i,i,i,-14,i,i,i,i,i
CCCOP(=O)(c1ccc(N(C)C)cc1)C(O)c1ccc(Br)cc1 (stereo not drawn),i,2,i,i,i,-2,i,i,i,i,i
Cc1noc(C)c1COc1cccc(C(=O)OCC(=O)NCCN2C(=O)CSC2=O)c1,i,3,i,i,i,-3,i,i,i,i,i
CCC(C)[C@H]1CN=C(N)N1CCc1cc(C(F)(F)F)cc(C(F)(F)F)c1 (stereo partly drawn),i,-23,i,i,i,6,i,i,i,i,i
CSc1ccc(CN(C)CC(=O)NC(C)c2ccccc2)cc1 (stereo not drawn),i,2,i,i,i,-3,i,i,i,i,i
CC(=O)Nc1ccc(S(=O)(=O)NC(CC(=O)NCCc2ccccc2)C(C)C)cc1 (stereo not drawn),i,2,i,i,i,-11,i,i,i,i,i
O=C(Cn1c(=O)oc2cc(S(=O)(=O)N3CCCC3)ccc21)N1CCN(c2ccccn2)CC1,i,-4,i,i,i,-10,i,i,i,i,i
COc1ccc(Cl)cc1NC(=O)CSc1nc(C)cc(C)n1,i,2,i,i,i,6,i,i,i,i,i
CN(CCc1cnn(C)c1)Cc1cn(C)nc1-c1ccc2c(c1)OCCO2,i,-2,i,i,i,8,i,i,i,i,i
# Further entries follow:
SMILES,RGS4 act,HDAC3 inh,MrgX1 ag,MrgX1 antagonist,ANO1 activ,SKKanGAS inh,TMEM16A inh,TRPC6 act,RGS4 inh,TRPC6 inhibitor,MrgX1 PAM
Cc1ccc(-c2cc(C(=O)N3CCOCC3)no2)cc1,i,-6,i,i,i,-4,i,i,i,i,i
O=C(NCCCl)Nc1ccccc1OCCOc1ccccc1NC(=O)NCCCl,i,5,i,i,i,4,i,i,i,i,i
COc1ccc2[nH]c(C(=O)O)c(CCC(=O)O)c2c1,i,-19,i,i,i,-1,i,i,i,i,i
COC(=O)c1ccc(Cc2ccccc2)o1,i,-5,i,i,i,0,i,i,i,i,i
CC(C)(C)c1ccc(-c2nnc(N)o2)cc1,i,-4,i,i,i,-5,i,i,i,i,i
N#Cc1c(-c2cccnc2)c2c([nH]c1=O)-c1ccccc1OC2,i,-103,i,i,i,9,i,i,i,i,i
CC(C)n1cc(C(=O)NC2CC(C)(C)Cc3c2cnn3-c2ccccc2)cn1 (stereo not drawn),i,-2,i,i,i,-2,i,i,i,i,i
CCOC(=O)Cc1nc2cc(Cl)ccc2o1,i,-1,i,i,i,1,i,i,i,i,i
COc1cccc(NC(=O)CN(C)C(=O)Cn2[nH]c(=O)c3ccccc3c2=O)c1,i,-1,i,i,i,-7,i,i,i,i,i
CN(C(=O)CN1CCC(NC(=O)C2CCCCC2)CC1)C1CCCCC1,i,-5,i,i,i,-8,i,i,i,i,i
O=C(O)CCCn1cc(NC(=O)COc2ccc(F)cc2F)cn1,i,-16,i,i,i,-3,i,i,i,i,i
Cc1ccc(CNC(=O)CNS(=O)(=O)c2ccc3nc(C)sc3c2)cc1,i,3,i,i,i,-16,i,i,i,i,i
CCOc1ccc(-n2c(SCC(N)=O)nc3c([nH]c4ccccc43)c2=O)cc1,i,.,i,i,i,-5,i,i,i,i,i
N#CC1=C2SCC(O)(c3ccccc3)N2C(=O)CC1c1cccs1 (stereo not drawn),.,.,i,i,i,.,i,.,.,.,i
Cc1cccc(OCC(=O)NN2C(=O)C3C4C=CC(O4)C3C2=O)c1 (stereo not drawn),i,1,i,i,i,4,i,i,i,i,i
CCc1ccc(NC(=O)c2ccc3nc(N)sc3c2)cc1,i,14,i,i,i,15,i,i,i,i,i
COc1cc(S(=O)(=O)N2CCCCCC2)ccc1-n1cnnn1,i,6,i,i,i,6,i,i,i,i,i
CC(NC(=O)COC(=O)c1cccs1)c1ccccc1 (stereo not drawn),i,-5,i,i,i,0,i,i,i,i,i
CCNC(=S)N/N=C(\C)c1ccc2ccccc2c1OC(F)F,i,14,i,i,i,26,i,i,i,i,i
O=C(N/C(=C/c1ccc(Br)cc1)C(=O)N1CCCC1)c1ccccc1F,i,.,i,i,i,-14,i,i,i,i,i
O=C1C=CC(=O)N1CCNc1ncc(C(F)(F)F)cc1Cl,-7.9*,.,.,.,i,77*,.,i,i,i,.
O=C(Cc1ccc(Cl)c(Cl)c1)Nc1ccc(SC(F)F)cc1,i,21,i,i,i,9,i,i,i,i,i
CC(C(=O)Nc1ccc(C#N)cc1)N(C)Cc1cccs1 (stereo not drawn),i,-7,i,i,i,-1,i,i,i,i,i
CCOc1ccccc1N(C)C(=O)c1cn(C)c(=O)c2ccccc12,i,5,i,i,i,-2,i,i,i,i,i
Cn1c(CNC(=O)c2ccco2)nnc1SCC(=O)c1ccc(Br)cc1,i,-3,i,i,i,9,i,i,i,i,i
# Other results:
SMILES,RGS4 act,HDAC3 inh,MrgX1 ag,MrgX1 antagonist,ANO1 activ,SKKanGAS inh,TMEM16A inh,TRPC6 act,RGS4 inh,TRPC6 inhibitor,MrgX1 PAM
Cc1ccc(C(=O)OCC(=O)N2CCCC2)cc1,i,4,i,i,i,1,i,i,i,i,i
CC/C(=N\O)c1ccc(OC)c(OC)c1,i,4,i,i,i,-7,i,i,i,i,i
COc1ccc(NC(=O)c2cc(S(=O)(=O)N3CCCCC3)c[nH]2)cc1,i,0,i,i,i,-1,i,i,i,i,i
Clc1ccccc1OCCn1ccnc1,i,3,i,i,i,-5,i,i,i,i,i
O=C(N/N=C/C=C\c1ccc([N+](=O)[O-])cc1)c1cccnc1,i,0,i,i,i,4,i,i,i,i,i
CCCCc1cc(=O)oc2cc(C)cc(OCC(=O)N[C@@H](CSCc3ccccc3)C(=O)O)c12,i,-9,i,i,i,13,i,i,i,i,i
COc1ccccc1NC(=O)c1cnc(SCC(=O)NCC2CCCO2)n(C)c1=O (stereo not drawn),i,9,i,i,i,-10,i,i,5.4*,i,i
O=C(CNC(=O)c1cccc(F)c1)N/N=C/c1cc(Br)ccc1OCc1ccccc1,i,5,i,i,i,33,i,i,i,i,i
COc1ccccc1C(=O)NC(CCSC)C(=O)NCC(c1cccs1)N(C)C (stereo not drawn),i,-2,i,i,i,0,i,i,i,i,i
O=C(Nc1ccccc1C(=O)O)c1cccc(NC(=O)c2ccccc2Br)c1,i,3,i,i,i,19,i,i,i,i,i
CC(=O)N1c2ccc(S(=O)(=O)N3CCCCC3)cc2CC1C(=O)NCc1ccc(N(C)C)cc1 (stereo not drawn),i,-3,i,i,i,3,i,i,i,i,i
CC1Oc2ccccc2N(Cc2cccc(F)c2)C1=O (stereo not drawn),i,3,i,i,i,4,i,i,i,i,i
O=C(O)CCSC1CC(=O)N(c2ccccc2)C1=O (stereo not drawn),i,1,i,i,i,-9,i,i,i,i,i
CCc1c(C)c2c(C)[nH]nc2oc1=O,i,0,i,i,i,6,i,i,i,i,i
O=C(Nc1ccc(COc2ccccc2)cc1)c1cccc([N+](=O)[O-])c1,i,4,i,i,i,-7,i,i,i,i,i
Cc1ccc(S(=O)(=O)N(Cc2ccccc2)c2ccccn2)cc1[N+](=O)[O-],i,-18,i,i,i,-2,i,i,i,i,i
CCCc1cc(C(=O)O)c2ccccc2n1,i,11,i,i,i,4,i,i,i,i,i
COC(=O)C(C)Sc1ccc2nnc(CCNS(=O)(=O)c3ccccc3)n2n1 (stereo not drawn),i,2,i,i,i,3,i,i,i,i,i

# Just RGS4 inh, SKKanGAS inh and MrgX1 ag (3 entries from above):
Compound,RGS4 inh,SKKanGAS inh,MrgX1 ag
COc1ccccc1NC(=O)c1cnc(SCC(=O)NCC2CCCO2)n(C)c1=O (stereo not drawn),5.4*,-10,i
CC(=O)N1c2ccc(S(=O)(=O)N3CCCCC3)cc2CC1C(=O)NCc1ccc(N(C)C)cc1 (stereo not drawn),i,3,i
O=C(Nc1ccccc1C(=O)O)c1cccc(NC(=O)c2ccccc2Br)c1,i,19,i

# Bioassay records (PubChem BioAssay)
